Screening results (PubChem)
TrxR1 inh: qHTS Assay for Inhibitors of Mammalian Selenoprotein Thioredoxin Reductase 1 (TrxR1): qHTS | hit rate 1% among 390,000 | recombinant rTrxR1, NADPH fluorescence consumption, selenite substrate | Thioredoxin reductase 1, cytoplasmic (Rattus norvegicus), O89049 | Potency, µM (doses to about 114 µM), for the others: at the top dose activity change, negative = inhibition, hits mostly inhibitors; further: on the % scale 0 is the no-effect control and ±100 the full control effect; nearly all actives have a fitted effect of over 65% in size
Target sequence (O89049 whole entry, looked up): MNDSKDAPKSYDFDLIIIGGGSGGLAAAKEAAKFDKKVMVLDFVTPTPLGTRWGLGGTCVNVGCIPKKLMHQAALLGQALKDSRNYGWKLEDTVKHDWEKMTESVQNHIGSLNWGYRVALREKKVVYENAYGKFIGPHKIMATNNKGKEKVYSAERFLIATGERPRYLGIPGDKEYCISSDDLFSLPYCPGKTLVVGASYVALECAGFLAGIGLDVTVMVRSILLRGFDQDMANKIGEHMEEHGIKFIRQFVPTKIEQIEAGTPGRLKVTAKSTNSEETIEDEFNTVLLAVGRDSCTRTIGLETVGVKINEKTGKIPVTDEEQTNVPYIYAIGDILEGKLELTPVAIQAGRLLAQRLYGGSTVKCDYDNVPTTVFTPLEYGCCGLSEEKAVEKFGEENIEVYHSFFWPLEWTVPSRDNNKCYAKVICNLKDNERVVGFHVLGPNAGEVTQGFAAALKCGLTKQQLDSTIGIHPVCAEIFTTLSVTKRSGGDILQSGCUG
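Rat TrxR1 (90 nM in the dispensed reagent) was pre-reduced with 400 uM NADPH for 5 min at room temperature, then incubated with compound for 15 min. After 400 uM selenite was added, NADPH fluorescence (Ex 340/Em 450 nm) was followed for 8 min.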
ALOX12 inh: Primary qHTS assay for inhibitors of human arachidonate 12S-lipoxygenase (ALOX12): Round 2; Polyunsaturated fatty acid lipoxygenase ALOX12 (Homo sapiens), P18054; purified 12hLO, xylenol orange hydroperoxide absorbance; Potency, µM (highest dose often 108 µM), inactives show at the top dose activity change, negative = inhibition, most hits filed as inhibitors; hit rate 1.1% among 580,000; AID 1671190, 2021; further: on the % scale 0 is the no-effect control and ±100 the full control effect
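Purified human 12hLO at 150 nM in 25 mM Hepes, 0.01% Triton X-100, pH 7.0, preincubated 15 min at room temperature with compound. Reaction started with 40 uM arachidonic acid, 30 min at room temperature. Hydroperoxide measured by Fe-xylenol orange, 573/405 nm absorbance ratio.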
RGS4 inh: Inhibitors of Regulator of G Protein Signaling (RGS) 4: qHTS | Regulator of G-protein signaling 4 (Homo sapiens), P49798 | Transcreener GDP fluorescence polarization, RGS4-accelerated GTP hydrolysis | Potency, µM (doses to about 114 µM), for inactives: at the top dose activity change, negative = inhibition, usual class: inhibitors | hit rate 0.039% among 390,000 | AID 504845, 2011; further: on the % scale 0 is the no-effect control and ±100 the full control effect; nearly all actives have a fitted effect of over 75% in size; some results filed as inactive show a strong effect at the top dose
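MLSMR compounds (23 nl, pin-transferred) preincubated 10 min at room temperature with a 500nM (2x) first reagent, then RGS4 at 900nM (2x) plus Transcreener GDP mix added; fluorescence polarization (620/688 nm) read before and after 90 min at 30 °C.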
Vif-A3G inh: qHTS for Inhibitors of Vif-A3G Interactions: qHTS; HeLa A3G-eYFP + Vif (tagged APOBEC3G with the HIV-1 protein that degrades it), YFP fluorescence, overnight; Potency, µM (titrated, usually from 46.1 µM), inactives show top-dose activity, negative = active, actives largely listed as inhibitors; hit rate 0.076% among 410,000; DNA dC->dU-editing enzyme APOBEC-3G (Homo sapiens), Q9HC16;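 further: on the % scale 0 is the no-effect control and ±100 the full control effect; nearly all actives have a fitted effect of over 60% in size; hits raise eYFP signal because A3G escapes Vif-driven loss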
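Read-out is eYFP fluorescence (Ex 488/Em 500-530) from Vif-expressing HeLa A3G-eYFP cells; more signal means A3G escaped Vif-mediated degradation. Cells plated overnight, compound pinned in, incubated overnight at 37 deg C.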
TrxR1 substrate: qHTS Assay for Substrates of Mammalian Selenoprotein Thioredoxin Reductase 1 (TrxR1): qHTS; purified TrxR1 substrate turnover, NADPH consumption readout; Potency, µM (titrated, usually from 114 µM), inactives show at the top dose activity change, negative = substrate turnover; Thioredoxin reductase 1, cytoplasmic (Rattus norvegicus), O89049; AID 588456, 2011; hit rate 0.01% among 390,000; further: on the % scale 0 is the no-effect control and ±100 the full control effect; nearly all actives have a fitted effect of over 50% in size
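Rat TrxR1, dispensed at 90 nM, was prereduced with 400 uM NADPH (final) for 5 min at ~22 deg C, then incubated with compound 15 min before 400 uM selenite. A first-read NADPH fluorescence drop versus no-compound background flagged substrates.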
RXFP1 ag: qHTS Assay for Agonists of the Relaxin Receptor RXFP1 | Relaxin receptor 1 (Homo sapiens), Q9HBX9 | HEK293T-RXFP1 cAMP TR-FRET, 30 min; response scale: percent of porcine relaxin response, buffer zero | Potency, µM (titrated, usually from 57.5 µM), for inactives: top-dose activation, actives largely listed as activators | hit rate 0.3% among 370,000; further: on the % scale 0 is the no-effect control and ±100 the full control effect; nearly all actives have a fitted effect of over 60% in size; many of its hits are not listed in these tables
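HEK293 cells stably expressing RXFP1, treated 30 min at 37C with compounds plus PDE4 inhibitor Ro 20174; cAMP measured by HTRF TR-FRET. Normalized to buffer and 29 nM porcine relaxin; EC50 by Hill fit.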
Vif-A3F inh: qHTS for Inhibitors of Vif-A3F Interactions: qHTS. hit rate 0.2% among 390,000. HeLa A3F-eYFP + Vif (tagged APOBEC3F with the HIV-1 protein that degrades it), YFP fluorescence increase. Potency, µM (highest dose often 46.1 µM), for inactives: at the highest dose activity, negative = active; further: % of control where 0% means no effect; nearly all actives have a fitted effect of over 65% in size
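HeLa cells stably expressing A3F-eYFP plus Vif, plated and incubated overnight at 37 deg C, then exposed to compounds overnight at 37 deg C. Blocked degradation read as raised yellow fluorescence (Ex 488/Em 500-530).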
USP1 inh: Inhibitors of USP1/UAF1: Primary Screen; Ubiquitin carboxyl-terminal hydrolase 1 (Homo sapiens), O94782; recombinant USP1/UAF1, Ub-Rhodamine cleavage fluorescence; hit rate 0.23% among 390,000; AID 743255, 2014; Potency, µM (top dose mostly 57.1 µM), for inactives: at the top dose activity change, negative = inhibition, usual class: inhibitors; further: on the % scale 0 is the no-effect control and ±100 the full control effect; nearly all actives have a fitted effect of over 60% in size; inactives centre near -12
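USP1/UAF1 complex (1 nM) preincubated 15 min at room temperature with compound, then Ub-Rho substrate (150 nM final) added. Kinetic fluorescence at 480/540 nm over 6 reads at 60 s intervals; 50 mM HEPES pH 7.8, 0.5 mM EDTA, 0.1 mg/ml BSA, 1 mM TCEP, 0.01% Tween-20.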
mIDH1 inhibitor: qHTS for Inhibitors of mutant isocitrate dehydrogenase 1 (IDH1): qHTS. Isocitrate dehydrogenase [NADP] cytoplasmic (Homo sapiens), O75874. Potency, µM (titrated, usually from 76.6 µM), inactives show at the top dose activity change, negative = inhibition, hits mostly inhibitors. IDH1-R132H enzyme, NADPH consumption, diaphorase/resazurin fluorescence. hit rate 0.093% among 390,000; further: on the % scale 0 is the no-effect control and ±100 the full control effect; nearly all actives have a fitted effect of over 65% in size
Target sequence (O75874 whole entry R132H, stated change not applied): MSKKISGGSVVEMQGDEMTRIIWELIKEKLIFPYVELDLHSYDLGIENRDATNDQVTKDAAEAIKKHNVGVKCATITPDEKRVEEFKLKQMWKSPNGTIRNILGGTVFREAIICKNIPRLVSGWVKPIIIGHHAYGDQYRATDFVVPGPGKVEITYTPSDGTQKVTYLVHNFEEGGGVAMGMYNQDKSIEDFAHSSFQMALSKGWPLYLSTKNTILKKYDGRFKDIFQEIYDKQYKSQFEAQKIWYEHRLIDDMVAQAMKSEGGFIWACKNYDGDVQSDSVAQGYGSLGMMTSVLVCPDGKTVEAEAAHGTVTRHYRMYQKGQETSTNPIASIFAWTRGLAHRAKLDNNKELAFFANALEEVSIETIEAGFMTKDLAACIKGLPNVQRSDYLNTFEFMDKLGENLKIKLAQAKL
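IDH1-R132H (0.5 ug/mL dispensed) in pH 7.5 Tris buffer was preincubated 30 min with compound, then given a substrate mix of 0.016 mM NADPH and 2 mM alpha-KG for 80 min at room temperature; remaining NADPH was read by diaphorase/resazurin fluorescence.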
An asterisk follows results filed as active; u = inconclusive; x = not tested or not shown; [ ] = remark or other dose. The call rests on the fitted dose curve; in most records, active means well fitted curve in the direction sought with a large enough effect; inconclusive means small, poorly fitted or top-dose-only effect, or another doubt; inactive means no such curve, though single readings can be large; an effect the other way counts as inactive or inconclusive. Potency means the concentration at half of the fitted maximal effect. An excerpt; rates above refer to the full screens.

SMILES	TrxR1 inh	ALOX12 inh	RGS4 inh	Vif-A3G inh	TrxR1 substrate	RXFP1 ag	Vif-A3F inh	USP1 inh	mIDH1 inhibitor
O=C(NCCCN1CCN(Cc2ccccc2)CC1)C1CCN(S(=O)(=O)N2CCC3(CC2)OCCO3)CC1	21%	-1%	-6%[56.9 µM]	-1%	0%	0.9%	0%	-22%	-7%
COc1ccc(C(CNC(=O)CCC(=O)c2ccc(C)s2)N2CCOCC2)cc1 (stereo not given)	-3%	30%	4%	-1%	-1%	0.3%	5%	-23%	-10%
CN(Cc1cccc(Cl)c1)C(=O)C1CCN(C(=O)Nc2ccccc2)CC1	0%	-15%	6%	2%	-4%	0.0%	1%	2%	-4%
CCCNC(=O)c1ccc(Cn2c(=O)c3cccn3c3cccnc32)cc1	13%	-23%	-31%	-10%	18%	12%	-1%	8%	15%
CCOC(=O)C1=C(C)NC(=O)C(C(N)=O)C12CCCC2 (stereo not given)	7%	0%	4%	-3%	-1%	0.6%	-24%	2%	2%
CCOC(=O)c1cc2oc(C(c3nnnn3C3CCCCC3)N3CCOCC3)cc2[nH]1 (stereo not given)	-16%	u	-30%	-26%	-7%	2.2%	-4%	-14%	7%
CCCC(=O)Nc1c(-c2ccccc2)c(=O)c(C)nn1-c1ccc(Cl)cc1	-2%[57.1 µM]	4%	-6%	2%	1%[57.1 µM]	2.1%	8%	-13%	-6%
COc1ccc(NC(=O)CN(c2ccc(C)cc2)S(=O)(=O)c2cccs2)cc1OC	5%	0%	11%	4%	0%	1.4%	-8%	-18%	-2%
CCCC(=O)c1ccc(N2CCN(C(=O)c3ccc(Br)cc3)CC2)c(F)c1	11%[57.1 µM]	2%	8%	2%	-3%[57.1 µM]	-0.3%	-2%	8%	-5%
C#Cc1ccc(C(=O)Nc2ccc(N3CCC(C)CC3)c(C(N)=O)c2)cc1	10%	-7%	8%	1%	-1%	1.6%	-6%	-8%	-11%
O=C(N=C1SC2CS(=O)(=O)CC2N1c1cccc(Cl)c1Cl)C1CCCO1 (stereo not given)	1%	6%	-3%	2%	-1%	0.2%	4%	-24%	-7%
C=CCOCCN(C)C1=NS(=O)(=O)c2cc([N+](=O)[O-])ccc21	-2%[57.1 µM]	-19%	-16%	-11%	-2%[57.1 µM]	5.1%	19%	-19%	10%

4 of the compounds above, with two lines to a compound:
The line under a structure holds: TrxR1 inh	ALOX12 inh	RGS4 inh	Vif-A3G inh	TrxR1 substrate	RXFP1 ag	Vif-A3F inh	USP1 inh	mIDH1 inhibitor
- O=C(NCCCN1CCN(Cc2ccccc2)CC1)C1CCN(S(=O)(=O)N2CCC3(CC2)OCCO3)CC1
  21%	-1%	-6%[56.9 µM]	-1%	0%	0.9%	0%	-22%	-7%
- COc1ccc(C(CNC(=O)CCC(=O)c2ccc(C)s2)N2CCOCC2)cc1 (stereo not given)
  -3%	30%	4%	-1%	-1%	0.3%	5%	-23%	-10%
- CN(Cc1cccc(Cl)c1)C(=O)C1CCN(C(=O)Nc2ccccc2)CC1
  0%	-15%	6%	2%	-4%	0.0%	1%	2%	-4%
- CCCNC(=O)c1ccc(Cn2c(=O)c3cccn3c3cccnc32)cc1
  13%	-23%	-31%	-10%	18%	12%	-1%	8%	15%

Continued.
SMILES	TrxR1 inh	ALOX12 inh	RGS4 inh	Vif-A3G inh	TrxR1 substrate	RXFP1 ag	Vif-A3F inh	USP1 inh	mIDH1 inhibitor
COc1ccc2cc(CCNC(=O)CC(C)(C)C)c(=O)[nH]c2c1	22%	15%	-8%	-5%	15%	1.4%	8%	-7%	0%
CCOc1ccc(CC(=O)N2CCN=C2SCc2ccc([N+](=O)[O-])cc2)cc1	41%[activator][57.1 µM]	2%	-36%	0%	2%[57.1 µM]	3.5%	8%	-10%	1%
CN1CCN(c2ccc(S(=O)(=O)N3CCCCC3)cn2)CC1	0%	4%	10%	-1%	-2%	0.0%	x	-16%	-1%
Cn1c(=O)[nH]c(=O)c2c1nc(CN1CCN(c3cccc(Cl)c3)CC1)n2CCc1ccccc1	11%	16%	21%	u	2%	1.3%	-2%	-10%	2%
Cc1c(CC(=O)O)c(=O)oc2cc3c(cc12)CCC(C)(C)O3	u	0%	13%	-1%	420%[activator]	0.0%	-10%	-12%	-11%
O=C1CC2(CCN(C(=O)c3ccccc3[N+](=O)[O-])CC2)Oc2ccccc21	3%	-19%	-13%	4%	7%	-0.3%	2%	-12%	2%
CCn1ncc(Br)c1C(=O)Nc1ccc(C(C)C)cc1	1%	u	10%[56.9 µM]	1%	-11%	-3.3%	-15%	-10%	1%
Clc1ccc2nc(-c3ccccn3)c(Nc3ccc4c(c3)OCO4)n2c1	-6%[57.1 µM]	-14%	1%	-1%	3%[57.1 µM]	2.1%	9%	-3%	-3%
COc1ccc(/C=N/N2CCN(Cc3ccc(C)cc3)CC2)cc1Br	27%[2.29 µM]	-1%	-2%	4%	6%[2.29 µM]	2.3%	5%	-10%	-4%
CC(Oc1ccccc1)C(=O)NC1CCN(Cc2ccccc2)CC1 (stereo not given)	8%	0%	-35%	4%	2%	0.0%	-9%	-9%	10%
C[C@H](NS(=O)(=O)OCC(Cl)(Cl)Cl)C1CC1c1ccccc1 (stereo not given in full)	5%	-21%	-14%	2%	-6%	-0.4%	-8%	-17%	5%[38.3 µM]
CSCCC(NC(N)=O)C(=O)NCc1cccc(Cl)c1 (stereo not given)	15%	0%[57.4 µM]	27%	-4%	8%	-3.1%	-6%	-12%	-1%

Grouped by structure, the entries above with a thiophene ring, fused or not (two)
SMILES	TrxR1 inh	ALOX12 inh	RGS4 inh	Vif-A3G inh	TrxR1 substrate	RXFP1 ag	Vif-A3F inh	USP1 inh	mIDH1 inhibitor
COc1ccc(C(CNC(=O)CCC(=O)c2ccc(C)s2)N2CCOCC2)cc1 (stereo not given)	-3%	30%	4%	-1%	-1%	0.3%	5%	-23%	-10%
COc1ccc(NC(=O)CN(c2ccc(C)cc2)S(=O)(=O)c2cccs2)cc1OC	5%	0%	11%	4%	0%	1.4%	-8%	-18%	-2%

Further entries:
SMILES	TrxR1 inh	ALOX12 inh	RGS4 inh	Vif-A3G inh	TrxR1 substrate	RXFP1 ag	Vif-A3F inh	USP1 inh	mIDH1 inhibitor
CCOC(=O)C1(S(=O)(=O)c2ccc(Cl)cc2)CCN(Cc2ccccc2)CC1	19%[57.1 µM]	-21%	-2%	3%	-1%[57.1 µM]	-0.4%	1%	-16%	2%
CC(C)c1nn2c(=O)cc(COC(=O)c3cccc(NC(=O)CCc4ccccc4)c3)nc2s1	-6%[57.1 µM]	-15%	-13%	-7%	-6%[57.1 µM]	3.4%	5%	-10%	-10%
O=C(Nc1ccc(-c2cc3ccccc3oc2=O)c(Cl)c1)c1cccnc1	5%	-2%	u	1%	3%	-2.2%	3%	-16%	-4%
CCSC1=C(C#N)C(c2ccc(F)cc2)CC(=O)N1 (stereo not given)	-5%	19%[57.4 µM]	0%	-3%	-5%	0.7%	1%	-16%	1%
CCOC(=O)c1c(NC(=O)c2nc3n(n2)C(C(F)F)CC(C)N3)sc2c1CCCC2 (stereo not given)	55%	3%	7%	0%	91%[activator]	1.6%	-9%	-29%	-5%
Cc1ccc(NC(=S)N2CCN(S(=O)(=O)c3ccccc3)CC2)cc1	5%	0%	-10%	-3%	2%	-0.2%	-2%	-16%	18%
CN(CC1CCOCC1)C(=O)c1ccc2nc(Cc3cccc(Cl)c3)oc2c1	-11%	1%	1%	0%	-10%	-0.5%	-6%	1%	14%
NC(=O)C1CC(=O)N(Cc2ccc3c(c2)OCO3)C(=Nc2ccccc2)S1 (stereo not given)	8%	u	-3%	-5%	-3%[57.1 µM]	2.1%	-8%	3%	2%
Cn1c(NC(=O)COc2ccccc2)cc(=O)n(C)c1=O	15%[57.1 µM]	8%	14%	-1%	4%[57.1 µM]	-1.3%	-6%	-6%	8%
Nc1c(Cl)ncnc1N1CCN(c2ncnc(Cl)c2N)CC1	30%	-17%	-4%	-1%	3%	-0.7%	3%	-14%	5%
